# High-throughput results as filed in PubChem.
# PHOSPHO1 block = PHOSPHO1 (human) inhibition; inhibition, % at 13.3 µM; 290,000 tested, 1.1% active; AID 1565; recombinant PHOSPHO1, absorbance phosphatase assay; Q8TCT1; in the data active = inhibition above about 60%
# Target sequence (Q8TCT1 whole entry, looked up): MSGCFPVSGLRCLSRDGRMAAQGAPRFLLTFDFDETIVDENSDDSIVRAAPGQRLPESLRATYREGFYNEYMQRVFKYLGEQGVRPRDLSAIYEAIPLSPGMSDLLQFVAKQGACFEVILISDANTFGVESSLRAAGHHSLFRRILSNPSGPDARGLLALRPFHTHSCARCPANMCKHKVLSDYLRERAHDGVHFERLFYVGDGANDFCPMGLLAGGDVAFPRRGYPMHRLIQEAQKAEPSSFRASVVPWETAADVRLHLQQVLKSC
# CRFR2-BP antag = antagonists of CRF-binding protein/CRF-R2 receptor complex; HEK293 CRF-R2/CRF-BP, CRF-induced calcium fluorescence; inhibition, % at 11.8 µM; 350,000 tested, 0.59% active; AID 588475;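 active = inhibition of the ligand-induced calcium signal above about 50% at the single tested concentration, limit read from the data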
# GalR3 antagonist = antagonists of human GalR3; O60755; inhibition, % at 3 µM; 360,000 tested, 0.44% active; HEK293 GalR3-CNG cAMP membrane potential fluorescence; galR3 body fused to GalR1 C-terminus;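 active = inhibition above the screen-wide average plus 3 SD, cut at about 13% in these data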;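 note: forskolin and galanin both at EC90 stimulate the cells; cAMP rise reported by CNG channel membrane potential dye signal; 0% = forskolin plus galanin with DMSO and 100% = forskolin alone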
# Target sequence (O60755 1-299 limits assumed): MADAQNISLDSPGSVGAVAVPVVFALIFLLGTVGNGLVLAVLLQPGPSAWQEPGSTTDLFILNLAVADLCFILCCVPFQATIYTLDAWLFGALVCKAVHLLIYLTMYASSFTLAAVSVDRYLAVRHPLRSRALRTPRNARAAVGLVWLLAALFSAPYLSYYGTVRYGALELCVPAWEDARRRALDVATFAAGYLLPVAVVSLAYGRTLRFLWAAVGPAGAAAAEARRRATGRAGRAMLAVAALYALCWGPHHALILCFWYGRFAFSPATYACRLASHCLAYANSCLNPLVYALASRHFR
# IDE cell activ = boosts human insulin-degrading enzyme activity in HEK cells; P14735; FAbeta-B cleavage, fluorescence polarization; 0% vehicle, 100% cell-free pure enzyme wells; activation, % at 5.96 µM; 340,000 tested, 0.073% active; AID 493087;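 active = activation above the mean of all tested compounds plus 3 SD, set per screening campaign, cut at about 17% in these data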
# pCIP destab = p/CIP protein destabilization | 290,000 tested, 0.01% active | decrease of EGFP signal, % at 10 µM | F442A p/CIP-EGFP cells, EGFP fluorescence, 16 h | Q05BA5;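 active = EGFP signal decrease of at least 30% at 10 µM or well 3 SD below plate mean, unless failing retest; inactive = the rest, including hits failing retest or dose response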; note: some compounds called inactive have numbers as strong as hits; many of its hits are not listed in these tables
# CRFBP-R2 agonist = agonists of human CRF-binding protein/CRF-R2 receptor complex; HEK293 CRF-R2/CRF-BP, calcium dye fluorescence (FLIPR); percent of saturating CRF peptide response; activation, % at 13.2 µM; 350,000 tested, 0.46% active;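 active = activation of at least 50%, plus an integration ratio under a set limit after plate pattern correction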;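 note: plate controls were neutral control wells without compound for no effect and CRF at EC100 for full effect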
# M4 PAM = potentiates acetylcholine response at human M4 receptor; CHO-K1 hM4/Gqi5, Fluo-8 calcium fluorescence, ACh EC20; 0% = ACh EC20, 100% = maximal ACh; 360,000 tested, 0.4% active; AID 624126; P08173; activation, % at 3 µM;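 active = activation above its plate's cutoff, the mean activation of sample wells plus 3 SD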; note: some results filed as inactive read as strong as hits
# Target sequence (P08173 whole entry, looked up): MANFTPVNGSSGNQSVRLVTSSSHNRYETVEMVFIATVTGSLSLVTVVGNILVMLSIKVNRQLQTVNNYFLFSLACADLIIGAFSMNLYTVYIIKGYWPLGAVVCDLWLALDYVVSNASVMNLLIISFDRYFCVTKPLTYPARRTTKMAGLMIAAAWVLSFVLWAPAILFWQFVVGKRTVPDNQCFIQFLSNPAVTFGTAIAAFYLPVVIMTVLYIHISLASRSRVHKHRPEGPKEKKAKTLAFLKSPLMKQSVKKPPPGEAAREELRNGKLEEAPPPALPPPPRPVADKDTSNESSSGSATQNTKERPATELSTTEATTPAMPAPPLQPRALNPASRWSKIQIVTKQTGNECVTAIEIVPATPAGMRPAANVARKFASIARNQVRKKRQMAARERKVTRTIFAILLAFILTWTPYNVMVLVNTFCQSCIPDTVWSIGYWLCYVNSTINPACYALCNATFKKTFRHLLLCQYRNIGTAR
# IDE inh = inhibitors of human insulin-degrading enzyme in cells; P14735; 320,000 tested, 0.41% active; inhibition, % at 5.59 µM; HEK cells, FAbetaB cleavage, fluorescence polarization;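 active = percent inhibition above the average of all tested compounds plus 3 SD, set per screening campaign, cut at about 16% in these data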;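 note: IDE supplied by intact live HEK cells; FP after avidin binding of uncleaved biotin substrate so inhibition keeps polarization high; 0% = DMSO wells and 100% = 60 µM reference IDE inhibitor Ii1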
# MEKK3 PB1 HTS = raises or lowers MEK5 binding to the human MEKK3 PB1 domain; binding response (% of control), % at 10 µM; bead-based flow cytometry, Alexa488-MEK5 binding to MEKK3; actives lie on both sides; 0 = blocked by unlabeled MEK5, 100 = vehicle; Q99759; 290,000 tested, 1.4% active;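 active = binding response more than 3 SD above or below the average of its plate-row segment, actives on both sides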;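 note: Alexa488 bead fluorescence after subtracting the streptavidin-only scavenger bead signal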
# * hit, by the source's call; · = no result given; [ ] = remark or other dose.
1) CCCc1ccc(C#N)c(SC2CC(=O)N(c3ccc(OC)cc3)C2=O)n1 (stereo unspecified)
2) O=S(=O)(c1ccc(Oc2ccc(Cl)cc2)c(S(=O)(=O)N2CCCCC2)c1)N1CCCCC1
3) Cc1cccc(C)c1N1CCN(c2n[nH]c(N)n2)CC1
4) CCOC(=O)c1cccc(NC(=O)Cn2cnc3c2c(=O)n(C)c(=O)n3C)c1
5) Cc1csc(SCC(=O)N2CCCC2)n1
6) CCOC(=O)CSc1nc(N)c(C(=O)Nc2ccc(N(C)C)cc2)s1

screen / no.,1,2,3,4,5,6
PHOSPHO1 block,28,0,-26,10,2,50
CRFR2-BP antag,30,-6,4,10,7,14
GalR3 antagonist,-3,-4,-4,-4,2,-7
IDE cell activ,6,2,3,1,-2,-1
pCIP destab,-14,-6,2,-5,0,7
CRFBP-R2 agonist,-2.9,-0.3,1.9,0.7,1.6,0.7
M4 PAM,1,-3,-3,12,16,-8
IDE inh,1,0,2,4,2,0
MEKK3 PB1 HTS,98,88,105,98,102,99

7) COc1ccc(N2CCN(S(=O)(=O)CCNC(=O)C3CC(=O)N(c4ccccc4)C3)CC2)cc1 (stereo unspecified)
8) O=C(O)/C=C/c1ccc2noc(-c3ccccc3)c2c1
9) CCOC(=O)C1CCCN(C(=O)c2ccc(C)c(S(=O)(=O)N3CCCCC3)c2)C1 (stereo unspecified)
10) CN(C[C@H](Cc1ccccc1)N(C[C@H](Cc1ccccc1)N(CCc1cc(C(F)(F)F)cc(C(F)(F)F)c1)N=O)N=O)N=O
11) Cn1c(=O)[nH]c(=O)c2c1nc(Sc1nc3ccccc3s1)n2Cc1ccccc1
12) CCc1cc2c(=O)c(Oc3ccccc3)c(C)oc2cc1O

screen / no.,7,8,9,10,11,12
PHOSPHO1 block,17,43,·,14,-34,2
CRFR2-BP antag,-15,-20,11,1,17,21
GalR3 antagonist,-7,7,-5,-3,-5,-4
IDE cell activ,0,2,-1,-2,1,-3
pCIP destab,-7,-10,·,3,-6,-1
CRFBP-R2 agonist,-0.8,1.0,-1.3,8.0,-0.7,-3.1
M4 PAM,1,4,-3,-4,0,-4
IDE inh,5,4,0,-3,2,-2
MEKK3 PB1 HTS,107,104,·,108,106,103

13) O=C(CN1C(=O)c2cccc([N+](=O)[O-])c2C1=O)NNC(=O)c1ccc(F)cc1
14) O=C1c2ccc(-c3ccc(F)cc3OCc3ccccc3)cc2S(=O)(=O)c2cccc(C(=O)N3CCN(c4ncc(Br)cn4)CC3)c21
15) COCCNC(=O)C(c1ccc(C)cc1)N(C(=O)CCC(=O)Nc1ccccn1)c1ccccc1C (stereo unspecified)
16) CNC1=C([N+](=O)[O-])CC([N+](=O)[O-])=C(N2CCNCC2)N1C
17) Cc1ncc([N+](=O)[O-])n1CC(=O)Nc1ccc(F)c(F)c1
18) O=C(COn1nnc2ccc(Cl)cc21)NCc1ccccc1

screen / no.,13,14,15,16,17,18
PHOSPHO1 block,·,·,12,36,23,10
CRFR2-BP antag,7,3,-2,11,2,0
GalR3 antagonist,-4,0,-5,-5,-7,-3
IDE cell activ,3,4,1,5,3,6
pCIP destab,·,·,4,0,-5,2
CRFBP-R2 agonist,5.5,-0.9,0.0,-0.7,2.3,-0.2
M4 PAM,5,9,2,-4,10,14
IDE inh,-1,-1,-1,2,2,10
MEKK3 PB1 HTS,·,·,96,104,98,102

19) CCOc1ccccc1NC(=S)N(CCC(C)C)C1CCN(C(C)=O)CC1
20) COc1cc2c(cc1OC)CN(C(=O)COc1ccc(C#N)cc1)CC2
21) COc1ccc(C(=O)CSc2nnc(-c3ccco3)o2)cc1
22) O=C(/C=C/c1cccc(Br)c1)Nc1nn[nH]n1
23) Cc1ccccc1-n1c(=O)cc(N2CCc3ccccc32)[nH]c1=O
24) O=C(O)c1ccccc1Nc1ccc([N+](=O)[O-])c2nonc12

screen / no.,19,20,21,22,23,24
PHOSPHO1 block,38,17,37,44,-6,6
CRFR2-BP antag,-8,-6,15,3,11,-18
GalR3 antagonist,0,-5,1,-3,3,·
IDE cell activ,8,3,0,·,3,22*
pCIP destab,-11,12,-2,-6,12,-30
CRFBP-R2 agonist,0.5,-0.8,-1.1,1.3,3.4,-0.7
M4 PAM,-2,-2,2,·,-10,-11
IDE inh,1,9,2,-8,1,-14
MEKK3 PB1 HTS,99,99,104,98,111,100

25) CCCCCC(=O)N/N=C/c1cc(Br)c(O)c(OC)c1
26) C=CCNC(=S)NNC(=O)COc1ccc2cc(Br)ccc2c1
27) CC1CCN(C(=O)C2CCC(=O)N(Cc3ccc(Cl)cc3)C2)CC1 (stereo unspecified)
28) Cc1ccc(C(F)(F)F)cc1NC(N)=S
29) Cc1cccc(C(C)C)c1NC(=O)COC(=O)CCC(=O)N(CC(C)C)c1c(N)n(CC(C)C)c(=O)[nH]c1=O
30) Cc1cccc(C2=NC(C(F)(F)F)(C(F)(F)F)c3c(n(-c4ccc(F)cc4)c(=O)[nH]c3=O)N2)c1

screen / no.,25,26,27,28,29,30
PHOSPHO1 block,-3,-90,34,57,·,-6
CRFR2-BP antag,-12,-16,3,9,-5,35
GalR3 antagonist,-5,-6,4,-3,-7,5
IDE cell activ,-3,-4,5,3,·,-1
pCIP destab,-3,-2,10,-4,·,-6
CRFBP-R2 agonist,-3.1,-0.6,-0.9,-0.2,-1.6,0.3
M4 PAM,4,-3,-4,2,6,0
IDE inh,-5,2,5,-5,·,3
MEKK3 PB1 HTS,99,105,103,94,·,101

31) CCN(CC)c1ccc(N=C2C(=O)Nc3ccccc32)cc1
32) O=C(OCC#CCSc1nc2ccccc2o1)c1ccco1
33) Cn1c(=O)c2nnn(/N=C(\c3ccccc3)C3CC3)c2n(C)c1=O
34) CCn1c(SCC(=O)NCC(=O)Nc2ccc(F)cc2)nnc1-c1cccs1
35) Cc1cc(C)n2[nH]c(=O)c(N=Nc3cccc(C(F)(F)F)c3)c2n1
36) CCCCNC(=O)Nc1ccnn1C1CCCCC1

screen / no.,31,32,33,34,35,36
PHOSPHO1 block,28,-41,16,37,35,-2
CRFR2-BP antag,2,26,1,-13,8,14
GalR3 antagonist,-9,2,-1,0,-2,3
IDE cell activ,5,5,0,2,3,-4
pCIP destab,-8,-1,4,-7,-6,2
CRFBP-R2 agonist,0.5,0.1,3.5,0.5,-0.3,0.8
M4 PAM,-8,17,-4,1,18,-2
IDE inh,-9,-2,2,0,-1,9
MEKK3 PB1 HTS,98,101,107,0.0*[inhibitor],100,97

37) CN1CCc2c(OCC(=O)N3N=C(c4cccs4)CC3c3ccc(F)cc3)cccc2C1=O (stereo unspecified)
38) Cc1cc2occ(CC(=O)O)c2cc1C
39) COc1ccc(-c2nc(N)n(C(=O)c3ccccc3Cl)n2)cc1
40) COc1cccc(-c2ccc3ncnc(NCc4ccc5c(c4)OCO5)c3c2)c1
41) CCCCOc1ccccc1C1NC(=O)NC(C)=C1C(=O)OCCOC (stereo unspecified)
42) CCC(C)(C(=O)NC1CCCCC1)N(CC1CCCO1)C(=O)CNC(=O)c1ccccc1 (stereo unspecified)

screen / no.,37,38,39,40,41,42
PHOSPHO1 block,-9,-8,11,·,·,11
CRFR2-BP antag,-11,-16,-22,-11,-1,4
GalR3 antagonist,2,3,-4,-2,0,2
IDE cell activ,1,6,-4,4,-3,2
pCIP destab,-6,-13,-6,·,·,4
CRFBP-R2 agonist,0.0,0.1,-1.6,-0.2,-0.3,-0.3
M4 PAM,-9,8,-6,-4,0,10
IDE inh,6,3,6,4,4,-5
MEKK3 PB1 HTS,104,98,102,·,74,106

43) Cc1ccc2nc(C3CCN(CC(=O)N4CCCCCC4)CC3)[nH]c2c1
44) O=C(N/N=C/c1ccc(-c2ccccc2Cl)o1)c1ccccc1
45) CC(=O)Nc1ccc(S(=O)(=O)N2CCCC(C(=O)O)C2)cc1 (stereo unspecified)
46) O=C(c1cc2ccccc2cc1O)N1CCN(c2ccccn2)CC1
47) COc1cc(C(=O)NCCC(=O)NCc2c(F)cc(F)cc2F)cc(OC)c1OC
48) FC(F)(F)COc1nc(N2CCCCC2)nc(N2CCNCC2)n1

screen / no.,43,44,45,46,47,48
PHOSPHO1 block,-10,-15,28,35,41,24
CRFR2-BP antag,1,-12,-2,-5,9,-11
GalR3 antagonist,1,-8,-5,-10,-4,-5
IDE cell activ,-6,1,1,4,1,-3
pCIP destab,-24,-2,4,-8,-11,9
CRFBP-R2 agonist,-0.1,0.0,-0.3,-3.3,-0.6,6.1
M4 PAM,0,-9,8,-7,5,6
IDE inh,2,1,9,3,2,-7
MEKK3 PB1 HTS,88,105,113,100,101,100

49) CN1CCN(C(c2ccccc2)c2ccc(Cl)cc2)CC1 (stereo unspecified)
50) Cc1cc(=O)[nH]c(SCC(=O)Nc2nonc2C)n1
51) O=C(NCc1ccccn1)C1Nc2ccc(OC(F)(F)F)cc2C2C=CCC12 (stereo unspecified)
52) COc1cc(C(=O)OCCC(C)C)cc(OC)c1O
53) CCOc1ncccc1C(=O)NC(C)CCc1ccccc1 (stereo unspecified)
54) COc1cccc(NC(=O)CC2C(=O)NCCN2C(=S)Nc2ccc(F)cc2)c1 (stereo unspecified)

screen / no.,49,50,51,52,53,54
PHOSPHO1 block,·,17,·,38,20,42
CRFR2-BP antag,-17,7,7,-14,8,-11
GalR3 antagonist,-5,-9,-6,-8,-9,-5
IDE cell activ,4,0,-2,3,1,-6
pCIP destab,·,-3,·,-5,-8,-11
CRFBP-R2 agonist,-2.6,-1.0,-1.0,-2.3,1.3,-1.2
M4 PAM,-17,0,6,-2,4,5
IDE inh,0,4,3,0,·,1
MEKK3 PB1 HTS,·,101,85,87,98,110

# Reformatted: entries from further up
No. | SMILES | PHOSPHO1 block | CRFR2-BP antag | GalR3 antagonist | IDE cell activ | pCIP destab | CRFBP-R2 agonist | M4 PAM | IDE inh | MEKK3 PB1 HTS
41 | CCCCOc1ccccc1C1NC(=O)NC(C)=C1C(=O)OCCOC (stereo unspecified) | · | -1 | 0 | -3 | · | -0.3 | 0 | 4 | 74
42 | CCC(C)(C(=O)NC1CCCCC1)N(CC1CCCO1)C(=O)CNC(=O)c1ccccc1 (stereo unspecified) | 11 | 4 | 2 | 2 | 4 | -0.3 | 10 | -5 | 106
43 | Cc1ccc2nc(C3CCN(CC(=O)N4CCCCCC4)CC3)[nH]c2c1 | -10 | 1 | 1 | -6 | -24 | -0.1 | 0 | 2 | 88
44 | O=C(N/N=C/c1ccc(-c2ccccc2Cl)o1)c1ccccc1 | -15 | -12 | -8 | 1 | -2 | 0.0 | -9 | 1 | 105
45 | CC(=O)Nc1ccc(S(=O)(=O)N2CCCC(C(=O)O)C2)cc1 (stereo unspecified) | 28 | -2 | -5 | 1 | 4 | -0.3 | 8 | 9 | 113
46 | O=C(c1cc2ccccc2cc1O)N1CCN(c2ccccn2)CC1 | 35 | -5 | -10 | 4 | -8 | -3.3 | -7 | 3 | 100
47 | COc1cc(C(=O)NCCC(=O)NCc2c(F)cc(F)cc2F)cc(OC)c1OC | 41 | 9 | -4 | 1 | -11 | -0.6 | 5 | 2 | 101
48 | FC(F)(F)COc1nc(N2CCCCC2)nc(N2CCNCC2)n1 | 24 | -11 | -5 | -3 | 9 | 6.1 | 6 | -7 | 100
49 | CN1CCN(C(c2ccccc2)c2ccc(Cl)cc2)CC1 (stereo unspecified) | · | -17 | -5 | 4 | · | -2.6 | -17 | 0 | ·
50 | Cc1cc(=O)[nH]c(SCC(=O)Nc2nonc2C)n1 | 17 | 7 | -9 | 0 | -3 | -1.0 | 0 | 4 | 101
51 | O=C(NCc1ccccn1)C1Nc2ccc(OC(F)(F)F)cc2C2C=CCC12 (stereo unspecified) | · | 7 | -6 | -2 | · | -1.0 | 6 | 3 | 85
